TROY signal inh: blocks TROY-dependent signaling in reporter cells. Q293 LMP1-TROYcd NF-kB luciferase reporter, 4 h. inhibition, % at 10 µM. AID 1347056. 360,000 compounds, 0.98% hits;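 active means compounds whose plate-normalised and pattern-corrected inhibition of the luciferase reporter signal at the single screening dose is 50% or more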
NCOA2 inhibitor: inhibits human steroid receptor coactivator 2. HEK293 GAL4-SRC2 luciferase reporter, luminescence. inhibition, % at 9 µM. 370,000 compounds, 0.17% hits. Q15596;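 active means inhibition above the mean inhibition of all tested compounds plus 3 SD, set per campaign, cut at about 52% in these data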;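 further: 0% = DMSO treated cells and 100% = cells given Gossypol at 36 µM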
Target sequence (Q15596 whole entry, looked up, the tested form may be a part): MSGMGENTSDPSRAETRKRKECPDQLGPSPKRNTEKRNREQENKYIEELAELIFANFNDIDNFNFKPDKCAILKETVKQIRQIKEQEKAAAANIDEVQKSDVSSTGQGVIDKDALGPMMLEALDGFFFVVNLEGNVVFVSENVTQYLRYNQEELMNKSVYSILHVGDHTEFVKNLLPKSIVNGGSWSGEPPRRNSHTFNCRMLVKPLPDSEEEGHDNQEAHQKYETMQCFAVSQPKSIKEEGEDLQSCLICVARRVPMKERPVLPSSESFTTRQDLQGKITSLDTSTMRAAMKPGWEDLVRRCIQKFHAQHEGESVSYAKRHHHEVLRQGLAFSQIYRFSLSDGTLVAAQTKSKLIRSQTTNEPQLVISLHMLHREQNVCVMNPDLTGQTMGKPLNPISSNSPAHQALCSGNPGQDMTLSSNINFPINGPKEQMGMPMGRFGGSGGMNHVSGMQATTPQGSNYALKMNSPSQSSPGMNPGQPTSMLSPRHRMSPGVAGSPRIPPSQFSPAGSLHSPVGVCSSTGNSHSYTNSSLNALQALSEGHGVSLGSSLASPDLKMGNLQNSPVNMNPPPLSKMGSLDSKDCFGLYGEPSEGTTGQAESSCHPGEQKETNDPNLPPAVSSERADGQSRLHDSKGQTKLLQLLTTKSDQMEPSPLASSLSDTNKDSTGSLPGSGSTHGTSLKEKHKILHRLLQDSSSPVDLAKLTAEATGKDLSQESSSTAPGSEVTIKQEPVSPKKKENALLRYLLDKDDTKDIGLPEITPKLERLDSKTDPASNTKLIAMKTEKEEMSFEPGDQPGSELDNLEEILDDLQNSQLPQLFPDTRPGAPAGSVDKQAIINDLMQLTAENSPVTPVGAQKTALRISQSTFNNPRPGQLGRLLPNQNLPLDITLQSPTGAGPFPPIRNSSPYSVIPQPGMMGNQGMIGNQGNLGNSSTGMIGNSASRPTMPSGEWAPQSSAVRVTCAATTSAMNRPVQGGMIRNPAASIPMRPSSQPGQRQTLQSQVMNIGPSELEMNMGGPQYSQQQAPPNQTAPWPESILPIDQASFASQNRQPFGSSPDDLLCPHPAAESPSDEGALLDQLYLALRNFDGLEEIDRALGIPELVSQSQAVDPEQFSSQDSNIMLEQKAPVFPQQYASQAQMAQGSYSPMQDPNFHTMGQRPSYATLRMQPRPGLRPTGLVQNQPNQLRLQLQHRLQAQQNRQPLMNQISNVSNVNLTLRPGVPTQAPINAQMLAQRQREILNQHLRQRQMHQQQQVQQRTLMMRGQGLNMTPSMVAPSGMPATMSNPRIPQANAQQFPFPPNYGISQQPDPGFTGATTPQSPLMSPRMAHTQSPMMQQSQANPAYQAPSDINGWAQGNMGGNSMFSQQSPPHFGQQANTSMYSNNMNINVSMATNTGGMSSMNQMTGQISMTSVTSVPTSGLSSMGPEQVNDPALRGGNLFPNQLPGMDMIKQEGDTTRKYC
NCOA3 inh: inhibits human SRC3 coactivator | Q9Y6Q9 | HEK293 GAL4-SRC3 luciferase reporter, luminescence | inhibition, % at 3.6 µM | 360,000 compounds, 0.17% hits | AID 588352;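 active means inhibition above a per-campaign cutoff, the mean of all compounds plus 3 SD, cut at about 60% in these data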;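 further: 0% = DMSO-treated cells and 100% = gossypol-treated cells at 36 µM; higher means less SRC3-driven luciferase light from the GAL4 reporter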
NOD2 RIPK2 PPI: NOD2-RIPK2 protein interaction inhibition | O43353 | CHO BLA complementation NOD2-RIPK2, CCF4 ratio | inhibition, % at 4.98 µM | 360,000 compounds, 0.38% hits; in the data active means inhibition above about 21%;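 further: 0% = vehicle only and 100% = reference blocker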
TLR9-MyD88 inh: TLR9-MyD88 interaction inhibition; AID 504734; 340,000 compounds, 0.21% hits; CHO BLA complementation TLR9-MyD88, CCF4 FRET ratio; inhibition, % at 4.98 µM;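 active means inhibition above the mean over all tested compounds plus 3 SD, cut at about 21% in these data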;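 further: 0% = DMSO only wells and 100% = clavulanate BLA inhibitor control wells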
Granule exo inh: lytic granule exocytosis inhibition | 360,000 compounds, 0.66% hits | TALL-104 LAMP-1 surface exposure, flow cytometry; cells stimulated with thapsigargin and PMA | inhibition, % at 10 µM;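 active means inhibition above about 55%, limit read from the data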
COUP-TFII inh: blocks human COUP-TFII nuclear receptor | inhibition, % at 8.6 µM | HEK293T NGFI-A luciferase reporter, luminescence | 370,000 compounds, 0.7% hits;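 active means inhibition above a per-plate cutoff, mean inhibition of test wells between control levels plus 3 SD, cut at about 38% in these data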;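 further: cells cotransfected with COUP-TFII expression vector driving the NGFI-A reporter; 0% = median of COUP-TF2 test wells and 100% = reporter-only cells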
SRC1 inh: inhibits human SRC1 coactivator; 360,000 compounds, 0.12% hits; inhibition, % at 3.6 µM; HEK293 GAL4-SRC1 luciferase reporter, luminescence; Q15788; AID 588354;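 active means inhibition above the campaign mean plus 3 SD, with each screening campaign given its own cutoff, cut at about 60% in these data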;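 further: 0% = DMSO treated cells and 100% = gossypol at 36 µM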
ABHD5 PLIN5 PPI: inhibitors of human ABHD5-perilipin-5 interaction; 360,000 compounds, 0.78% hits; inhibition, % at 4 µM; Split G. princeps luciferase complementation, luminescence, 4 h; AID 602281;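 active means inhibition above the mean inhibition across every tested compound plus 3 SD, cut at about 22% in these data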;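 further: 0% = DMSO only wells and the 100% control is not disclosed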
TWEAK-Fn14 inh: inhibitors of TWEAK-Fn14 interaction signaling | TWEAK-stimulated Fn14 reporter cells, luciferase luminescence, 8 h | inhibition, % at 10 µM | 360,000 compounds, 2% hits | AID 1159606; in the data active means inhibition above about 50%
NR5A2 inv ag: inverse agonists of human LRH-1 (NR5A2). HEK293T StAR-luciferase reporter, LRH-1 transfected, 24 h. AID 602396. 360,000 compounds, 0.13% hits. O00482. inhibition, % at 3.6 µM;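 active means inhibition above the mean inhibition of all tested compounds plus 3 SD, cut at about 73% in these data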;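 further: 0% = DMSO wells and 100% = reporter-only cells lacking LRH-1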
* marks the source's active call; other numbers are inactive results; . = not tested or not shown. This is a subset; count on the stated rates, not on these rows.

SMILES | TROY signal inh | NCOA2 inhibitor | NCOA3 inh | NOD2 RIPK2 PPI | TLR9-MyD88 inh | Granule exo inh | COUP-TFII inh | SRC1 inh | ABHD5 PLIN5 PPI | TWEAK-Fn14 inh | NR5A2 inv ag
Cc1cc(=O)n2c3ccccc3n(CC(O)CN3CCN(CCO)CC3)c2c1C#N (stereo not given) | 2 | -6 | -9 | -4 | 5 | 2 | 15 | -23 | -4 | 68* | 6
CNc1cncc(-c2ccc(OC)cc2OC)n1 | 1 | 0 | -17 | -5 | . | -8 | -8 | -6 | 1 | 0 | 1
COc1ccc(/C=N/NC(=O)Cn2nc([N+](=O)[O-])cc2C)c(OC)c1OC | 0 | 8 | -2 | -13 | 1 | -17 | -4 | 10 | 2 | -16 | 0
Cc1c(NC(=O)c2ccc3ncccc3c2)c(=O)n(-c2ccccc2)n1C | -14 | -30 | -11 | 4 | 2 | -2 | -6 | 3 | 0 | -3 | 5
COc1ccccc1N=c1oc2cc(O)ccc2cc1C(N)=O | 12 | -34 | -24 | -50 | -67 | -1 | -66 | -47 | -5 | 2 | -75
Nc1c(C(=O)c2ccc(Cl)cc2)sc2nsc(SCCN3CCOCC3)c12 | 9 | -67 | 6 | -1 | -9 | 53 | 0 | 8 | -4 | 4 | -11
O=C1CC(c2ccccc2)CC(O)=C1C=NC1CCCCCC1 (stereo not given) | -36 | -4 | -31 | 15 | -8 | -2 | -12 | -38 | -3 | -17 | 0
CC(C)C(=O)N1CCN(c2nc(-c3ccccc3)c3c(c2C#N)CCCC3)CC1 | 36 | -6 | 16 | -5 | 2 | -1 | -1 | -2 | -4 | 4 | 1
CCc1cc(C(=O)N2CCCC(CNS(=O)(=O)c3cccs3)C2)n(C)n1 (stereo not given) | 5 | -21 | 14 | -4 | 3 | 5 | 16 | 11 | 5 | -1 | 7
Cc1nc2cc(Cl)c([N+](=O)[O-])cc2s1 | -1 | 5 | 14 | -4 | -5 | 4 | 10 | 15 | 9 | -8 | 4
O=C(CCS(=O)(=O)c1cccc2nonc12)NCCc1ccccc1 | -11 | -5 | 11 | -2 | -15 | 1 | -1 | -3 | 5 | -30 | 3
O=C(CN1C(=O)NC2(CCCC2)C1=O)N1CCN(S(=O)(=O)c2cccc(F)c2)CC1 | -2 | -20 | 3 | 1 | 9 | -1 | 9 | 1 | -8 | 0 | -17
N#CCCN(Cc1cccnc1)C(=S)NC(=O)c1ccccc1 | 4 | 3 | 4 | -2 | 2 | -15 | -3 | 1 | 1 | 4 | 15
Cc1ccc(-c2nnn(CC(=O)Nc3nnc(C(C)C)s3)n2)cc1 | -15 | 10 | 6 | -14 | 1 | 2 | -8 | -4 | -4 | -11 | -4
O=C(O)c1ccc(N=C2NC(=O)C(CO)(CO)S2)cc1 | -15 | 16 | -16 | 2 | -13 | -3 | 18 | -10 | -4 | -4 | -24
CC(O)(c1cccc(F)c1)c1nc(-c2cnc3ccccc3c2)cs1 (stereo not given) | 0 | -24 | -31 | -10 | . | 0 | 25 | -6 | 0 | 29 | 9
CC(C)(C)C1CCC2(CC1)C(Nc1cccc(C(F)(F)F)c1)=NC(=S)N2CC#N (stereo not given) | 22 | 14 | 2 | -7 | -17 | 2 | 1 | 0 | 6 | 0 | 7
CCOC(=O)[C@H]1[C@H]2COc3ccc(C)cc3[C@@H]2N2C(=O)c3cc(F)ccc3NC(=O)[C@@]12C | 2 | -29 | 3 | 0 | 1 | -3 | 5 | 0 | -6 | -17 | -7
CC(C(=O)Nc1ccc2c(c1)OCCO2)N(c1ccccc1)S(C)(=O)=O (stereo not given) | 1 | 11 | 4 | -3 | 8 | 0 | 6 | -8 | 1 | -8 | 8
OC1(c2ccc(F)cc2)CSC(=Nc2cccnc2)N1Cc1ccco1 (stereo not given) | 25 | 16 | 9 | 5 | 4 | -2 | 12 | 10 | -6 | 12 | 10
COc1ccc(OCCCC(=O)NCC(C)C)cc1 | -12 | -43 | 3 | -6 | -9 | 0 | -11 | -7 | 3 | 17 | -21
CN1CCN(CCCNC(=O)c2cc3c(-c4ccc(Cl)cc4)nn(C)c3s2)CC1 | -5 | -24 | 4 | -1 | 4 | 10 | -29 | -46 | 19 | -24 | 28
Cc1c(CC(=O)O)c(=O)oc2cc(OCc3ccc(Br)cc3)ccc12 | 41 | -30 | -5 | -12 | -12 | -3 | -18 | -83 | 3 | 43 | -24
CCCc1cc(CN(C)C(=O)c2ccc(OC3CCN(C(C)=O)CC3)c(OC)c2)[nH]n1 | 3 | 6 | -18 | 0 | -7 | 11 | 4 | -13 | 2 | -3 | 7
Cc1noc(C)c1COc1ccc(C(=O)N2CCN(c3ccccc3F)CC2)cc1 | -11 | 4 | 8 | 2 | -2 | 7 | -16 | 1 | -6 | -2 | -25
O=C(Nc1cccc(S(=O)(=O)N2CCCC2)c1)c1ccc2ccccc2n1 | 11 | -3 | 15 | -3 | -8 | 9 | 27 | 8 | 3 | 29 | -2
CO/N=C(\Cn1ncc(NC2CCCCC2)c(Br)c1=O)c1ccc(Cl)cc1 | 15 | 10 | -14 | -7 | -10 | 0 | 4 | -15 | -7 | 13 | 2
CCC(C)C(NC(N)=O)C(=O)Nc1ccc(C(=O)OC)cc1 (stereo not given) | -9 | -24 | 7 | -3 | -21 | 8 | 0 | -25 | 6 | 2 | -2
Cc1ccc(-c2nc3ccsc3c(=O)o2)cc1 | -29 | -40 | -89 | -10 | -9 | -1 | -32 | -101 | 4 | 24 | -85
N#CC1=C(N)NC(SCc2ccc(F)cc2)=C(C#N)C12CCCCC2 | 10 | 22 | 15 | 0 | 4 | 15 | 14 | 12 | -6 | 37 | -2

Some of these compounds in order of their number in NOD2 RIPK2 PPI, ascending.
SMILES,NOD2 RIPK2 PPI
Nc1c(C(=O)c2ccc(Cl)cc2)sc2nsc(SCCN3CCOCC3)c12,-1
N#CC1=C(N)NC(SCc2ccc(F)cc2)=C(C#N)C12CCCCC2,0
O=C(CN1C(=O)NC2(CCCC2)C1=O)N1CCN(S(=O)(=O)c2cccc(F)c2)CC1,1

Next section
SMILES | TROY signal inh | NCOA2 inhibitor | NCOA3 inh | NOD2 RIPK2 PPI | TLR9-MyD88 inh | Granule exo inh | COUP-TFII inh | SRC1 inh | ABHD5 PLIN5 PPI | TWEAK-Fn14 inh | NR5A2 inv ag
COc1cccc(C(=O)C2CCCN(C(=O)CCC3=NNC(=O)CC3)C2)c1 (stereo not given) | -9 | -6 | -3 | -3 | 8 | 0 | -1 | -6 | 5 | -9 | -8
CSc1nc(Oc2ccc(=O)n(C)n2)nc(N(C)C)n1 | 0 | 7 | 13 | -12 | 4 | 0 | 4 | -4 | 5 | 13 | 16
O=C(Nc1ccccc1Cl)c1ccc2c(c1)N(Cc1ccc(F)cc1)C(=O)CS2=O (stereo not given) | 12 | -13 | 11 | -11 | -2 | 4 | -29 | -8 | -15 | 14 | -11
CCC(O)(c1ccc(OC)cc1)C(CN1CCOCC1)c1ccccc1 (stereo not given) | -22 | -2 | 18 | -4 | -2 | -3 | -4 | 9 | 4 | 3 | 13
COC(=O)Nc1nc2c(s1)CCCC2 | -43 | -9 | -29 | -6 | -7 | 1 | -11 | -35 | 1 | -8 | -60
COc1cc(/C=N/NC(=O)c2ccccc2)ccc1O | -27 | -46 | -42 | 4 | -9 | 0 | -24 | -38 | 0 | -3 | -40
O=C(CN1C(=O)c2ccccc2S1(=O)=O)NCCSCc1ccco1 | -25 | -22 | 22 | -9 | -5 | 0 | 11 | -6 | 7 | -14 | -9
NC(=O)c1ccccc1NC(=O)COc1ccc2c(c1)OCO2 | -67 | -57 | -98 | -7 | 9 | -4 | -27 | -75 | -2 | 7 | -141
c1ccc2c(c1)nc(NCCN1CCOCC1)c1nncn12 | -12 | -33 | 4 | -3 | -4 | -1 | -65 | -3 | -1 | 10 | -8
Cn1c(=O)[nH]c(=O)c2c1nc(N1CCOCC1)n2CCN1CCOCC1 | 9 | -17 | 12 | -9 | -15 | -1 | -4 | 4 | -3 | 5 | 11
Cc1ccc(NC(=O)CSc2nnc(-c3ccccn3)n2N)c(Br)c1 | -2 | 12 | -1 | -4 | . | 6 | 10 | -29 | -3 | 1 | 41
CCCCN(CCCC)CC(O)CN(c1cc([N+](=O)[O-])ccc1OC)S(=O)(=O)c1ccccc1 (stereo not given) | 0 | -10 | 22 | 2 | -12 | 1 | -9 | 11 | 5 | -4 | -4
CC(=O)Nc1ccc(Nc2cc(N3CCOCC3)c3nonc3c2[N+](=O)[O-])cc1 | -3 | -10 | 3 | -14 | -2 | 1 | 8 | -22 | -6 | -11 | -3
CC1=C(C)CC(C(=O)NNC(=O)c2ccccc2O)C(C(=O)O)C1 (stereo not given) | -26 | -22 | -28 | 2 | 2 | -2 | -30 | -4 | 1 | -9 | -25
Cc1cccc(NC(=S)NC(=O)c2ccc(-c3ccccc3)cc2)n1 | 3 | -36 | -72 | 8 | -5 | 19 | -26 | -65 | 2 | -41 | -128
O=C1Nc2ccccc2N(O)N1c1cc(-c2ccccc2)[nH]n1 | -10 | -20 | -10 | -5 | -5 | 6 | -2 | 1 | 2 | 10 | -3
COCCCN1C(=O)C(CC(=O)NC(c2ccccc2)c2ccccc2)CC(C(=O)N2CCCCCC2)=C1C (stereo not given) | 8 | -12 | . | -22 | . | 10 | 8 | . | 3 | 7 | 15
CC(C)CN(C(=O)COC(=O)c1ccc(C#N)cc1)C1CCS(=O)(=O)C1 (stereo not given) | 9 | 5 | -6 | 1 | -7 | -6 | -11 | 9 | 1 | 12 | -18
C/C=C/c1cc(CN2CCN(c3ccc(OC)cc3)CC2)c(O)c(OC)c1 | 6 | 17 | 3 | -1 | 0 | 2 | -5 | 0 | 0 | 15 | -2
COc1ccccc1CNC(=O)c1ccc(C)s1 | -25 | -11 | 1 | 6 | 8 | 8 | 17 | -9 | -1 | -15 | -21
CC1CN(S(=O)(=O)Cc2ccccc2)CC(C)O1 (stereo not given) | -8 | -7 | -5 | -10 | -38 | 0 | -18 | 2 | 2 | -3 | -4
C=CCN(CC=C)C(=S)NC(=O)c1ccc([N+](=O)[O-])cc1 | -12 | 0 | 7 | 6 | 8 | 8 | -16 | -5 | -3 | 0 | 11
O=C(/C=C/c1cccs1)NC1CCS(=O)(=O)C1 (stereo not given) | -12 | 1 | 5 | -9 | . | -3 | -6 | 9 | -3 | -16 | 0
CCc1cc2c(=O)n(-c3ccccc3)c(SCC(N)=O)nc2s1 | 9 | -17 | -17 | -3 | -4 | -6 | -21 | 17 | 2 | 14 | 14
COC(=O)C1C(O)=C(C(C)=Nc2cccc3ccccc23)C(=O)CC1(C)C (stereo not given) | 22 | 3 | 24 | -6 | 1 | 21 | -5 | -22 | 1 | -4 | 1
COc1ccc(Cl)cc1C=CC=NNC(=O)c1ccncc1 | 4 | 9 | 4 | -15 | -1 | 6 | -1 | 14 | -3 | -16 | -22
O=S(=O)(c1ccc(F)cc1)n1ccc(-c2cccc(OCc3ccc(Cl)cc3Cl)c2)n1 | -14 | -44 | 4 | -2 | 5 | 0 | -7 | -15 | 3 | 15 | 7

High-throughput results: PubChem, several laboratories
